# Source: PubChem (National Center for Advancing Translational Sciences (NCATS))
# ELG1 DNA repair: qHTS screen for small molecules that inhibit ELG1-dependent DNA repair in human embryonic kidney (HEK293T) cells expressing luciferase-tagged ELG1; HEK293T ELG1-luciferase reporter, luminescence, 16 h; DNA damage induced by 5-fluorouridine; Potency, µM (highest dose often 46.1 µM), without a hit: top-dose activity change, negative = inhibition, most hits filed as inhibitors; actives 2.3% (n = 330,000); also: potency is read from the fitted curve at half-maximal effect; % is scaled to controls: 0 for no effect and ±100 for the full control effect; nearly all actives have a fitted effect of over 55% in size
#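 Step one: seed 2,000 cells per well. Step two: pin-transfer compound or DMSO alongside 5-fluorouridine. Step three: incubate 16 hr, 37 °C, 5% CO2. Step four: add ONE-Glo, wait 30 min, read luminescence.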
# BRCA1 expr up: qHTS Assay to Identify Small Molecule Activators of BRCA1 Expression | MCF7-BRCA1-FFLuc reporter, luminescence, 48 h; response scale: scaled: vehicle 0%, 10 µM genistein 100% | AID 624202, 2012 | Potency, µM (top dose mostly 46.1 µM), inactives show at the top dose activation, hits mostly activators | actives 1.1% (n = 380,000); also: potency is read from the fitted curve at half-maximal effect; nearly all actives have a fitted effect of over 80% in size; some results filed as inactive show a strong effect at the top dose
#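 MCF7-BRCA1-FFLuc cells, 2000/well in phenol-red-free MEM, attached 2 h then treated 48 h at 37 C. Luciferase luminescence read 15 min after reagent; normalized to genistein maximum activation (10microM) and DMSO, concentration-response fitted.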
# a7 integrin act: qHTS for Activators of Integrin-Mediated Alleviation for Muscular Dystrophy | alpha7betagal myoblasts, beta-gal FDG fluorescence, 48 h | Potency, µM (top dose mostly 38.3 µM), without a hit: top-dose activation, actives largely listed as activators | actives 0.064% (n = 350,000) | AID 624291, 2012;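 also: potency is read from the fitted curve at half-maximal effect; 100% = response of the positive control SU9516; nearly all actives have a fitted effect of over 60% in size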
#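 alpha7betagal+/- myoblasts (passage 13, 250/well) treated 48 h at 37C with compounds at 1:260 dilution of DMSO stock. Lysed, then beta-galactosidase activity read as FDG fluorescence (ex 480/em 540) after 30 min, with pre-read for autofluorescence.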
# PTAP TSG101 blk: qHTS Assay for Iinhibitors of HIV-1 Budding by Blocking the Interaction of PTAP/TSG101; Tumor susceptibility gene 101 protein (Homo sapiens), Q99816; Fluorescence polarization, FITC-PTAP peptide / Tsg101 binding; Potency, µM (titrated, usually from 115 µM), for inactives: at the top dose activity change, negative = inhibition, usual class: inhibitors; 340,000 tested, under 10 active; AID 493005, 2010; active = well fitted inhibition curve with a large enough effect in the main read-out, with a control signal flat, not every such curve was filed as active; inconclusive = small, poorly fitted or top-dose-only effect, or effect the other way, or a change in a side signal; inactive = no such curve, though single readings can be large or run the other way; also: potency is read from the fitted curve at half-maximal effect; % of control where 0% means no effect
# Target sequence (Q99816 whole entry, looked up): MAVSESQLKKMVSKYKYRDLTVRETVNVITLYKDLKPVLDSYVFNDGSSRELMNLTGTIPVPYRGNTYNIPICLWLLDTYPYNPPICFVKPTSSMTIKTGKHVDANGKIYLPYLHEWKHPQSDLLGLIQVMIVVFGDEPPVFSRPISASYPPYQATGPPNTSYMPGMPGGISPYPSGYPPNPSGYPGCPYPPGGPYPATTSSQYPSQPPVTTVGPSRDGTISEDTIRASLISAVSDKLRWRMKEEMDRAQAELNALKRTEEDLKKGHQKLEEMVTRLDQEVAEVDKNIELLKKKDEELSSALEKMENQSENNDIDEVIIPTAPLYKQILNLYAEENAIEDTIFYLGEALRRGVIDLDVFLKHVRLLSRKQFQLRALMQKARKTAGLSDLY
#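 Steps: Tsg101 binding domain dispensed (10 uM final), compounds pinned in DMSO, FITC-labeled PTAP-motif peptide added (50 nM final); after 20 min binding at room temperature, polarization measured.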
# TRPV1 ag: HTS Assay for Compounds that Act as Agonists of the Vanilloid Receptor 1. activation, % at 8.33 µM. Transient receptor potential cation channel subfamily V member 1 (Homo sapiens), Q8NER1. actives 0.19% (n = 320,000). AID 540275, 2011. TRPV1-expressing cells, Fluo-8 calcium influx, agonist mode; in the data active = activation above about 80%; inconclusive = between about 30% and that limit; also: 0% is about no effect
#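 Cells expressing TRPV1 were dye-loaded with Fluo-8 and read kinetically: 10 s baseline, 3 min after compound (agonist portion), then 2 min after EC20 capsaicin (allosteric enhancer portion). Calcium-bound dye fluorescence at 480/520 nm.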
# A-T KAP1 phos: qHTS Assay for Identifying a Potential Treatment of Ataxia-Telangiectasia | […] A-T fibroblasts, KAP-1 phosphorylation AlphaLISA; neocarzinostatin DNA damage 30 min before lysis | Potency, µM (highest dose often 57.5 µM), for the others: top-dose activation, most hits filed as activators | actives 0.19% (n = 320,000); also: potency is read from the fitted curve at half-maximal effect; % of control where 0% means no effect; nearly all actives have a fitted effect of over 45% in size
#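 ATM-like activity read as KAP-1 phosphorylation via AlphaLISA donor/acceptor antibody pairs after lysis and 6 hr at 25C. Cells were ATM-null patient fibroblasts ([…], hTERT), dosed 60 min, then exposed to the DSB inducer NCS for 30 min.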
# p53 reactivation: qHTS assay for re-activators of p53 using a Luc reporter. H1299 p53-A138V BP100-luciferase reporter, luminescence, 24 h. Potency, µM (series often up to 92.2 µM), for inactives: top-dose activity change, positive = activation, usual class: activators. actives 0.063% (n = 320,000). AID 504706, 2011; also: potency is read from the fitted curve at half-maximal effect; % of control where 0% means no effect; nearly all actives have a fitted effect of over 45% in size
#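 p53-null H1299 cells stably carrying temperature-sensitive p53-A138V and a BP100-luciferase reporter were pinned with compounds (4-point, 1:5 series) and held 24 hrs at 37 deg C. Luminescence was read 10 min after detection reagent.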
# CXXC DNA block: qHTS Fluorescence Polarization Assay for Inhibitors of MLL CXXC domain - DNA interaction. Histone-lysine N-methyltransferase 2A (Homo sapiens), Q03164. MLL-CXXC / FITC-HOXA9 DNA fluorescence polarization. Potency, µM (doses to about 115 µM), for inactives: at the top dose activity change, negative = inhibition, actives largely listed as inhibitors. actives 0.037% (n = 290,000); active = well fitted inhibition curve with a large enough effect in the polarisation, with a control signal flat, not every such curve was filed as active; inconclusive = small, poorly fitted or top-dose-only effect, or effect the other way, or a change in a side signal; inactive = no such curve, though single readings can be large or run the other way; the % refers to the polarisation; also: potency is read from the fitted curve at half-maximal effect
#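 Purified MLL-CXXC (added from a 7 uM solution) was preincubated 5 min at ambient with pinned compounds in 50 mM Tris-HCl pH 7.5, 50 mM NaCl, 1 mM DTT, 0.05% BSA. Fluorescein-labeled HOX-A9 DNA (50 nM solution) followed, 30 min, then polarization read.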
# TCR act: Activators of T cell receptors: qHTS campaign; Potency, µM (highest dose often 9.22 µM), for the others: at the highest dose activation of IL-2 secretion, actives largely listed as activators; primary human leukocytes, anti-CD3, IL-2 HTRF, 48 h; 330,000 tested, under 10 active; also: % of control where 0% means no effect
#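 Primary human leukocytes incubated 48 hr with anti-CD3 beads plus compound, without co-stimulation. Secreted IL-2 measured by HTRF (europium cryptate/d2 anti-IL-2 pair, 320 nm excitation, 665 nm emission).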
# B2AR arrestin: qHTS assay of beta-arrestin-biased ligands of beta2-adrenergic receptor; AID 492947, 2010; Beta-2 adrenergic receptor (Homo sapiens), P07550; Potency, µM (highest dose often 46.1 µM), for the others: at the top dose activation, hits mostly activators; actives 0.02% (n = 330,000); beta-arrestin recruitment to beta2AR, cell-based reporter;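 also: potency is read from the fitted curve at half-maximal effect; 0% = DMSO controls and full agonism = EC100 isoproterenol or metaproterenol; nearly all actives have a fitted effect of over 65% in size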
# Target sequence (P07550 whole entry, looked up): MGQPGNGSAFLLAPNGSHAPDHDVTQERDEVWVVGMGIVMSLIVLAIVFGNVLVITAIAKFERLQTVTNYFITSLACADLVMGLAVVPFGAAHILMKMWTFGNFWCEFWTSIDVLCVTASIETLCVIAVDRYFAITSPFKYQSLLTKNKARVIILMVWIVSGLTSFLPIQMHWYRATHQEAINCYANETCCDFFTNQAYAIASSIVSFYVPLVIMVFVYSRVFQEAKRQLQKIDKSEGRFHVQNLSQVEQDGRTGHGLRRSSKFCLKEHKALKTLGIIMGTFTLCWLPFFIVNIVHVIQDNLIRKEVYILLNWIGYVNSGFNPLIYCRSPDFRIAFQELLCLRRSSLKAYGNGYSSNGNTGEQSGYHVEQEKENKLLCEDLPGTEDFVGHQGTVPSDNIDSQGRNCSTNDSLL
# * hit, by the source's call; ? = inconclusive; . = not tested or not shown; & = joins results of further samples; [ ] = remark or other dose. Unless noted, calls follow the shape of the dose curve; as a rule, active = well fitted curve in the direction sought with a large enough effect; inconclusive = small, poorly fitted or top-dose-only effect, or another doubt; inactive = no such curve, though single readings can be large; an effect the other way counts as inactive or inconclusive.
entry	Structure	ELG1 DNA repair	A-T KAP1 phos	p53 reactivation	a7 integrin act	CXXC DNA block	BRCA1 expr up	PTAP TSG101 blk	TCR act	TRPV1 ag	B2AR arrestin
1	O=C(CCCc1nc(-c2ccc(Cl)cc2)no1)NC1CCCC1	?	7%	-4%	-40%[inhibitor]	14%	-40%	-1%	2%	5	0.2%
2	CC12CCC(C(=O)Nc3ccccc3-n3cccc3)(CC1=O)C2(C)C (stereo unspecified)	0%	-8%	-9%	19%	-2%	-7%	-4%	4%[46.1 µM]	1	0.3%
3	Cc1onc(-c2c(F)cccc2Cl)c1C(=O)Nc1nnc(C(F)(F)F)s1	-18%	2%	-10%	-72%[inhibitor]	7%	-58%	-12%	1%	6	0.1%
4	CN(Cc1ccccc1)C(=O)CCC1CCN(S(=O)(=O)N(C)C)CC1	6%	5%	.	0%	-23%	18%	-1%	8%	3	0.3%
5	CC(C)Cn1c(-c2ccncc2)n[nH]c1=S	7%	-1%	12%	-11%	5%	-13%	0%	2%	0	-0.2%
6	COc1ccccc1-c1nc(C#N)c(N2CCN(c3cccc(Cl)c3)CC2)o1	?	5%	-5%	10%	-6%	3%	0%	-3%	-1	0.1%
7	CC1CCCC(NC(=O)CSc2n[nH]c(N)n2)C1C (stereo unspecified)	-4%	30%	-2%	-34%	.	-13%	-4%	0%[46.1 µM]	.	-1.3%
8	Cc1ccc(NC(=O)CNc2ccccc2CN(C)C2CCCCC2)cc1	4%	-10%	0%	-50%[inhibitor]	1%	-36%	-4%	5%	18	-0.1%
9	Cc1cccc(Cn2cnc3c(nnn3Cc3ccc(F)cc3)c2=O)c1	-2%	0%	0%	32%	-9%	-33%	-4%	2%	25	0.5%
10	COC(=O)C1=C(C)N(Cc2ccccc2)C(=NCCN2CCOCC2)N[C@H]1CCc1ccccc1	4%	-3%&6%	3%	0%	0%	0%	-4%	2%	3	0.2%&-0.3%
11	C[C@H](CO)N1C[C@H](C)[C@@H](CN(C)S(=O)(=O)c2ccccc2)Oc2ccc(NC(=O)Cn3cnnn3)cc2C1=O	4%	3%	2%	?	.	10%	-1%	3%	.	0.2%
12	CCOC(=O)c1sc2nc(CSc3ccccc3)nc(N3CCCN(C)CC3)c2c1C	?	8%	-8%	-6%	-5%	-78%	-2%	-3%	13	-0.2%
13	COc1ccc(C(=O)NC(=S)Nc2ccc3oc(=O)ccc3c2)cc1[N+](=O)[O-]	?	-8%	0%	-1%	48%[activator]	-25%	1%	-2%	-7	-0.4%
14	Cn1c(=O)c2[nH]c(C(O)c3ccc(Cl)cc3)nc2n(C)c1=O (stereo unspecified)	.	.	.	28%	.	-5%	-2%	15%	.	.
15	COc1ccc(N=Nc2cc(C)ccc2O)cc1	?	-4%	?	?	5%	?	-2%	-6%	2	-0.7%
16	O=S(=O)(c1ccc(F)cc1)c1nc(-c2ccc(F)cc2)oc1NCCN1CCOCC1	-11%	4%	-3%	1%	1%	-3%	-2%	2%	10	-0.5%
17	CCCC(=O)Nc1c(-c2cccc(C)c2)c(=O)c2ccccc2n1C	3%	-2%	4%	-9%	15%	-30%	0%	9%	-2	-1.0%
18	COc1ccccc1N1CCN(Cc2nc(N)nc(Nc3ccc(C)c(Cl)c3)n2)CC1	15µM*	11%	-23%	-27%	4%	-29%	0%	10%	12	-0.4%
19	CCOC(CNC(=O)c1cccc([N+](=O)[O-])c1)OCC	-9%	?	0%	14%	-1%	1%	-4%	-1%	-1	-1.0%
20	CSCCC(NC(=O)c1ccccc1Br)C(=O)NNC(=O)c1cc(C)oc1C (stereo unspecified)	-27%	-2%	0%	3%	.	-15%	0%	-2%	.	-0.1%
21	C=CCc1cccc2cc(C(=O)Nc3ccc(F)cc3)c(=O)oc12	?	-2%	?	-13%	7%	1%&27%	-10%	4%	-8	-0.7%
22	Cc1ccc(NC(=O)c2cc3ccccc3cc2O)cc1	?	11%	?	0%	1%	?	-5%	-5%	24	0.2%
23	O=S(=O)(c1ccc(Cl)s1)N1CCNCC1	29%	-1%	-1%	28%	.	-2%	-2%	1%	.	-0.8%
24	CC(C)N(C#N)c1nc(N2CCOCC2)nc(N2CCOCC2)n1	0%	0%	-20%	-24%	-12%	-71%	-1%	1%	18	-0.1%
25	CCOC(=O)CSC1=C(C#N)C(c2ccc3c(c2)OCO3)CC(=O)N1 (stereo unspecified)	.	.	.	-21%	-3%	-44%	-3%	6%	-2	.
26	O=C(c1ccc(CSCc2ccccc2F)o1)N1CCN(c2ccc(N3CCOCC3)nn2)CC1	18µM*	3%	-11%	-14%	-3%	0%	0%	1%	17	0.5%
27	Cn1ccnc1SCc1nc2c(cnn2-c2ccccc2)c(=O)[nH]1	-6%	-4%	3%	11%	-1%	7%	-5%	-2%[46.1 µM]	11	-0.9%
28	COc1ccc2c(CC(=O)N3CCc4cc(OC)c(OC)cc4C3)coc2c1	?	-12%	-7%	-4%	16%	0%	-4%	-6%	10	-0.5%
29	O=C(NNC(=O)c1ccccc1Br)c1ccc(Cl)cc1	25%	-3%	6%	15%	-8%	36%	1%	-2%	24	0.5%
30	COC(=O)Nc1ccc(S(=O)(=O)N2c3ccccc3CCC2C)cc1 (stereo unspecified)	?	5%	2%	12%	7%	-88%	-8%	0%	15	-0.4%
31	C=C(CN(C)C)C(=O)c1ccc2c(c1)OCO2	.	.	.	-54%[inhibitor]	.	-88%	-1%	0%	.	.
32	Cc1ccc(-c2csc(C3=C(O)CN(NC(=O)c4ccco4)C3=N)n2)cc1	5%	3%	-2%	7%	-5%	0%	2%	4%	1	-0.5%
33	CC(=O)c1ccc(C(=O)N2CCCC(C(=O)c3ccc(Cl)cc3)C2)s1 (stereo unspecified)	-4%	12%	-4%	33%	2%	1%	-2%	-5%	0	0.1%
34	COC(=O)[C@@]12CCCN1[C@H](c1ccc(-c3ccc(F)cc3)cc1)[C@H]1C(=O)N(C)C(=O)[C@H]12	?	16%	-8%	19%	.	3%	-1%	1%	-2	0.0%
35	CC(C)CC(OC(=O)c1cccs1)C(=O)NCc1ccco1 (stereo unspecified)	9%	-1%	4%	-22%	-7%	-10%	-5%	-6%	3	5.0%
36	O=C(Nc1nccs1)c1cc(S(=O)(=O)N2CCCCC2)ccc1Cl	-7%	-3%	-6%	2%	1%	-19%	-3%	2%	6	-0.3%
37	Cc1c(N=Cc2c(O)n(C3CCCCC3)c(=O)[nH]c2=O)c(=O)n(-c2ccccc2)n1C	-2%	2%	-2%	14%	8%	-8%	1%	-1%	1	-0.4%
38	COc1ccc(/C=N/NC(=O)c2c([N+](=O)[O-])c(C)nn2C)cc1	10%	5%	4%	12%	2%	0%	0%	2%[46.1 µM]	-2	-1.1%
39	Cc1cc2c(cc1C)N(Cc1ccccc1)C1=NCCCN12	?	-7%	12%	-51%[inhibitor]	-1%	-17%	-7%	-4%	3	0.2%
40	Nc1ccccc1SC(C[N+](=O)[O-])c1ccccc1 (stereo unspecified)	?	6%	2%	22%	-18%	-67%	-3%	2%	-2	-0.6%
41	O=C(NCc1ccccn1)c1cc(-c2ccccc2Cl)on1	?	3%	16%	12%	0%	10µM*	-6%	-10%	16	-0.7%
42	COc1ccc(CC(=O)NC(=S)NNC(=O)COc2c(C)cccc2C)cc1	-15%	-7%	11%	20%	-4%	-24%	-3%	3%[46.1 µM]	1	0.0%
43	Cc1nc2cc(NS(=O)(=O)c3ccccc3F)ccc2s1	8%	35%	-1%	-12%	-5%	8%	-2%	3%	4	-0.6%
44	Cc1ccc(-n2c(CCc3ccccc3)nnc2SCC(=O)NCc2ccccc2)cc1C	?	-2%	-6%	3%	3%	-21%	-8%	.	21	0.5%
45	CCCNC(=O)c1ccc(SCC(=O)N(CC)CC)c([N+](=O)[O-])c1	-5%	3%	1%	12%	1%	-33%	1%	1%	1	0.1%
46	CCC(=O)N=c1sc2c(OC)ccc(OC)c2n1C	.	.	.	2%	.	-39%	-5%	0%	.	.
47	O=C(NCc1cccnc1)c1ccc(NS(=O)(=O)c2ccc(F)cc2)cc1	6%	11%	-3%	-27%	-2%	1%	-3%	-1%	3	-1.0%
48	Cc1sccc1/C=N/NC(=O)c1ccco1	1%	11%	7%	13%	27%	73%	-3%	0%	5	-0.2%
